High-throughput results from PubChem.
CASP6 VEID inh = human caspase-6 inhibitors, primary screen, biochemical, VEID-R110 fluorescence, single point, set 2 | 350,000 compounds, 0.53% hits | P55212 | purified caspase-6, Z-VEID-R110 cleavage fluorescence | inhibition, % at 12.5 µM | AID 686996, 2013;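 active means mean inhibition across replicates at least about 35%, with every replicate also reaching that limit, limit read from the data; inconclusive means only one of the two criteria met; inactive means neither criterion met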;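 further: 0% = median of neutral control wells and 100% = no fluorescence left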
Target sequence (P55212 24-179 limits assumed): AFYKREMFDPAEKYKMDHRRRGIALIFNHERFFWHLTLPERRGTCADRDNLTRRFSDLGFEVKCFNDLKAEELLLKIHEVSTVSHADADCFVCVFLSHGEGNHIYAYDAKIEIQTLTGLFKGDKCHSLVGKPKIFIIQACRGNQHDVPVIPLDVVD
Target sequence (P55212 194-293 limits assumed): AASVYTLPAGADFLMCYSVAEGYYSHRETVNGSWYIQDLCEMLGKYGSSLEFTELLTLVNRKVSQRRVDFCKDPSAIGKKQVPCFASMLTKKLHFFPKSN
PAX8 inh HTS = inhibitors of PAX8-driven TPO luciferase reporter, primary screen, RMG-I cells, single concentration; SteadyGlo, 24 h; inhibition, % at 12.6 µM; 360,000 compounds, 1.2% hits; AID 652154, 2013;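 active means mean replicate inhibition at least 60% with every replicate also reaching 60%; inconclusive means only one of the two criteria is met; inactive means mean below 60% and not all replicates reaching 60%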;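 further: luciferase light reporting Pax8 driven TPO promoter activity; plate controls were median of neutral control wells for no effect and mitoxantrone controls for full effect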
EWS-Fli block = EWS/Fli-driven NR0B1 reporter inhibitors, primary screen, A673 cells, NR0B1 luciferase, luminescence, MLPCN library. viability-normalised. inhibition, % at 12.6 µM. AID 651661, 2012. 350,000 compounds, 0.67% hits;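 active means mean inhibition of at least 50% after viability correction, with every replicate also passing that limit; inconclusive means mean reaches 50% but only one of two replicates passes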;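 further: firefly luciferase signal divided by Alamar Blue viability fluorescence both relative to DMSO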
ARNT-TACC3 inh = disruptors of ARNT/TACC3 protein interaction, primary screen, biochemical, AlphaScreen, single concentration. Transforming acidic coiled-coil-containing protein 3 (Homo sapiens), Q9Y6A5. AlphaScreen His-ARNT PAS-B/GST-TACC3 binding, luminescence; TACC3 fragment carries E629A point mutation. inhibition, % at 9.99 µM. 390,000 compounds, 0.66% hits. AID 623870, 2012;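 active means mean inhibition of replicates at least 50% and at least half of replicates each reaching 50%; inconclusive means half or more replicates reach 50% but mean below 50%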;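 further: 0% = complete ARNT plus TACC3 wells and 100% = ARNT alone without TACC3; many hits fall short of the cut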
DENV2 CPE = inhibitors of DENV2 cytopathic effect, primary screen, cell-based, plate reader, single concentration; DENV2-infected cells, cytopathic effect rescue; CPE inhibition, % at 9.99 µM; 350,000 compounds, 1.7% hits; AID 651640, 2012; in the data active means CPE inhibition above about 20%, passing the limit was not always enough; inconclusive means no clear call, values can overlap the other calls; tested in BHK-21 cells;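 further: 0% = median of neutral control wells and 100% = median of positive control wells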
SIRT5 inh = SIRT5 desuccinylase inhibitors, primary screen, biochemical, fluorescence imaging, single point, set 5; Purified SirT5, succinyl-peptide AMC, trypsin-coupled fluorescence; inhibition, % at 15 µM; 330,000 compounds, 1.1% hits; in the data active means inhibition above about 15%; inconclusive means no clear call, values can overlap the other calls
Target sequence (Q9NXA8 whole entry, looked up): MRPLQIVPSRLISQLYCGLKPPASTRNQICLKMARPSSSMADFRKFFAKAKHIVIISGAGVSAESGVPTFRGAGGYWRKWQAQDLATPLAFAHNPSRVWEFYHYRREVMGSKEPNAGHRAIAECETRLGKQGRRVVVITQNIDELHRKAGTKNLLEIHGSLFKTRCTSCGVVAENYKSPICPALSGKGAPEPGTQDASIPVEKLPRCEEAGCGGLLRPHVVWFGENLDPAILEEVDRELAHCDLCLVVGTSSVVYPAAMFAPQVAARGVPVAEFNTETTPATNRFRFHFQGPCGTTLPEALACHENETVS
LGR2 antag = inhibitors of bursicon-induced LGR2 CRE-luciferase signal, primary screen, cell-based, HEK293, CRE-luciferase reporter, bursicon stimulation | Drosophila bursicon receptor LGR2 (rickets) | 380,000 compounds, 0.35% hits | inhibition, % at 9.99 µM | bursicon-stimulated, 4 h;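 active means drop in luminescence signal, shown as inhibition above about 50% in the replicate tests, limit read from the data, passing the limit was not always enough; inconclusive means probably only some replicates passing the limit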;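 further: agonist challenge used bursicon conditioned medium at about half maximal strength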
* = called active by the depositor; u = inconclusive; x = no result given.

SMILES | CASP6 VEID inh | PAX8 inh HTS | EWS-Fli block | ARNT-TACC3 inh | DENV2 CPE | SIRT5 inh | LGR2 antag
CCn1c(=O)c(C(=O)NCc2ccccc2Cl)c(O)c2ccccc21 | 0 | -8 | -13 | -1 | 4 | -5 | 16
CCN(CC)C(=O)c1cccc(-c2csc(C(C)(O)c3ccccc3)n2)c1 (stereo not given) | 0 | 21 | 3 | x | 12 | -2 | 14
COc1ccccc1-c1ccc2n(c1=O)C[C@@H]1[C@@H](CO)[C@H](C(=O)NCc3ccccc3F)N[C@H]21 | 0 | 14 | -6 | 8 | 1 | -8 | 4
CC1(C(=O)Nc2ccc3c(c2)OCCO3)CN(S(C)(=O)=O)CC(=O)N1CCCn1ccnc1 (stereo not given) | -4 | -5 | -2 | x | -6 | -21 | -7
CC(=O)Nc1ccc(NC(=O)C2CCCN2C(=O)Nc2ccc(F)c([N+](=O)[O-])c2)cc1 (stereo not given) | -2 | 10 | -7 | -2 | -2 | -6 | 2
O=C(Nc1ccc(F)cc1)N[C@H]1C=C[C@@H](CC(=O)N2CCOCC2)O[C@H]1CO | 1 | -40 | 1 | -5 | 0 | -2 | -6
Cc1ccc2[nH]c(C)c(CCNC(=O)C3CCCCC3C(=O)OCC(F)(F)F)c2c1 (stereo not given) | x | -4 | x | 4 | x | x | 8
COC(=O)C[C@H]1C[C@H]2c3cc(NC(=O)Nc4ccc(F)cc4)ccc3O[C@H]2[C@H](CO)O1 | x | 0 | 3 | 8 | -4 | x | 3
Nc1ccc(Nc2ccccc2)c(S(=O)(=O)O)c1 | 86* | -5 | -9 | 0 | 1 | 55* | 9
Cc1nc2scc(C)n2c(=O)c1S(=O)(=O)NCc1ccccc1Cl | 3 | -10 | x | 0 | 0 | -1 | 4
C[C@@H]1CN([C@H](C)CO)S(=O)(=O)c2ccc(C3=CCCC3)cc2O[C@H]1CN(C)C | -1 | x | 8 | 2 | -3 | 1 | -15
O=C1CCC(=O)N1CC(=O)N(c1ccccc1)c1ccccc1 | 4 | 22 | 9 | -3 | 0 | -5 | 6
CCN(CC)S(=O)(=O)c1ccc2[nH]c(=O)cc(C(=O)NCC(c3ccco3)N3CCCC3)c2c1 (stereo not given) | 0 | 9 | 1 | -3 | 27* | -2 | 10
CC1CN(C(=O)NCc2ccccc2)c2cc(Cl)ccc2O1 (stereo not given) | -1 | 29 | 13 | 2 | 6 | -3 | 1
O=C(O)CN1C(=O)/C(=C\c2cc([N+](=O)[O-])ccc2OCc2ccccc2Cl)SC1=S | 36* | -50 | -5 | 8 | 0 | 5 | -7
CCCCC(=O)/C=C/n1c(=S)oc2ccccc21 | -1 | -51 | 17 | 0 | 5 | -10 | -64
CCN(Cc1ccncc1)C(=O)c1ccccc1NS(=O)(=O)c1ccc(F)cc1 | -1 | 22 | 8 | -3 | -2 | -4 | 5
O=C(NCCN1CCOCC1)c1cccc(S(=O)(=O)Nc2ccc(Br)cc2)c1 | 1 | 4 | -3 | 0 | 9 | -2 | -3
COc1cccc(NC(=O)C2CCC2)c1 | 3 | -6 | -7 | -2 | u | 13 | 9
CC(=O)Nc1cccc(-c2nnc3n2CC(C)S3)c1 (stereo not given) | 0 | x | 3 | -9 | -4 | -1 | 2
COCCN(CCOC)S(=O)(=O)c1ccc(Cl)nc1 | -1 | 5 | 2 | -6 | -7 | -6 | 5
O=C(CN1CCN(S(=O)(=O)c2ccc(F)cc2)CC1)NC1CCCC1 | 1 | 6 | x | -17 | -9 | -3 | -4
Cc1nnc(SCC(=O)Nc2nc3ccccc3s2)n(N)c1=O | -1 | -34 | -56 | 1 | 10 | -1 | -6
Cc1ccc(/C=C/C(=O)Nc2ccc(S(=O)(=O)Nc3cc(C)nc(C)n3)cc2)cc1 | 2 | -10 | -1 | 11 | -2 | -1 | 19
CCn1c(C)nc2cc(C(=O)N/N=C/c3ccc(N4CCOCC4)cc3)ccc21 | 2 | 10 | -5 | -3 | 0 | x | -2
COc1cc(C(C)=O)ccc1Oc1cnccn1 | -2 | 5 | 5 | -3 | x | -1 | -8
Cc1ccc(S(=O)(=O)Nc2ccccc2N2CCCCC2)cc1 | -2 | 33 | 15 | x | -1 | -3 | -1
COc1ccccc1N(Cc1ccccc1)S(=O)(=O)c1cccc(C(=O)O)c1 | 3 | 59 | 6 | -35 | 0 | 7 | x
CC(C)(C)c1ccc(CC(=O)N2CCC2(C)C(=O)NCc2ccc3c(c2)OCO3)cc1 (stereo not given) | 2 | 6 | -3 | x | u | -1 | 5
CCOc1cc(/C=C2\C(=O)N(CCc3ccc(OC)c(OC)c3)C(C)=C2C(=O)OC)ccc1O | x | -12 | 8 | 8 | x | x | 10
COC(=O)c1[nH]c2cc(OC)c(OC)cc2c1NC(=O)CN1C[C@H]2C[C@@H](C1)c1cccc(=O)n1C2 | 1 | x | 1 | x | 8 | x | -2
C=CCn1c2ccccc2c2nnc(SCCN3CCCCC3)nc21 | -4 | 6 | 16 | 1 | 18 | 1 | -5
O=C(CN1CCC(c2nc3ccccc3s2)CC1)N1CCCCC1 | -4 | 4 | -12 | -2 | 20 | 38* | -3
CCOC(=O)c1cc(S(=O)(=O)N2CCN(c3ccccc3OC)CC2)cn1C | 3 | 1 | 5 | 2 | 2 | -2 | -1
COc1cccc(C(=O)CN(C(=O)c2ccc(Cl)cc2Cl)N2C(=O)c3ccccc3C2=O)c1 | x | 4 | x | -2 | x | x | -2
COc1ccc(OCC(=O)C2CC2)c(C#N)c1 | -1 | -44 | -30 | x | -3 | -1 | -24
Cn1c(N)c(C(=O)COC(=O)Cc2ccc(Cl)cc2)c(=O)n(C)c1=O | 0 | 13 | -2 | 0 | -4 | 0 | -1
C[C@@H]1CN([C@H](C)CO)C(=O)c2cccc(NC(=O)Nc3ccc(C(F)(F)F)cc3)c2O[C@H]1CN(C)CC1CC1 | 0 | 78* | 3 | -3 | 3 | 8 | -5
C[C@@H]1CN([C@H](C)CO)C(=O)Cc2cc(NS(C)(=O)=O)ccc2O[C@@H]1CN(C)Cc1ccc(C(F)(F)F)cc1 | 3 | 27 | -3 | 3 | 1 | 6 | -5
O=C(Nc1ccc2c(c1)[C@@H]1C[C@@H](CC(=O)N3CCOCC3)O[C@@H](CO)[C@@H]1O2)C1CCOCC1 | -3 | 1 | 5 | -6 | 7 | 1 | -9
C[C@H](CO)N1C[C@H](C)[C@H](CN(C)S(=O)(=O)c2cn(C)cn2)OCCCC[C@H](C)Oc2ccc(NS(=O)(=O)c3cccs3)cc2C1=O | -1 | -18 | 2 | -24 | -4 | 3 | -30
Clc1ccc(-c2ccc(C=Nc3ccc(N4CCOCC4)cc3)o2)c(Cl)c1 | -3 | 7 | -7 | 10 | u | 3 | 19
O=C(Cc1ccncc1)Nc1ccc2c(c1)[C@@H]1C[C@@H](CC(=O)N3CCCCC3)O[C@H](CO)[C@@H]1O2 | 2 | -2 | 2 | -4 | 1 | 4 | 2
CN(C)C(=O)C[C@H]1C=C[C@@H](NC(=O)c2ccc(F)cc2)[C@H](CO)O1 | x | x | x | -7 | 5 | -4 | 1
O=C(NCC1CCCO1)C1CCN(c2ccc(S(=O)(=O)N3CCCC3)cc2)CC1 (stereo not given) | -5 | x | -9 | -5 | -7 | -1 | 13
CC(=O)c1ccc(NC(=O)c2noc(C)c2[N+](=O)[O-])cc1 | 0 | -55 | x | -8 | 18 | -1 | -12
COc1ccc(C(CNC(=O)COc2ccc([N+](=O)[O-])cc2)N2CCCCC2)cc1 (stereo not given) | -9 | 5 | 0 | -3 | -6 | -1 | -24
CCCCn1c(-c2ccc(OC)cc2)nc2c(=O)n(C)c(=O)[nH]c21 | -1 | -41 | 13 | 3 | 7 | -39 | 4
NC(=O)NC(CC(=O)NCc1ccc2c(c1)OCO2)c1ccccc1Cl (stereo not given) | x | 19 | 3 | x | 4 | -2 | 0
Cc1noc(C)c1S(=O)(=O)Nc1ccc2c(c1)C(=O)N([C@@H](C)CO)C[C@@H](C)[C@H](CN(C)CC1CCCCC1)O2 | -5 | x | -12 | -3 | 3 | -4 | -6
Cc1ccc(S(=O)(=O)Nc2c(C)[nH]c(=O)[nH]c2=O)cc1C | 1 | 17 | 1 | 7 | -3 | -2 | x
Cc1cc(C(=O)Nc2ccccc2C(=O)O)ccc1NC(=O)COc1ccccc1Cl | -11 | -32 | 6 | -1 | -6 | -1 | 11
CC(=O)Oc1ccc(-c2csc(Nc3ccccn3)n2)cc1 | -1 | -172 | -33 | x | -13 | x | -73
Cn1c(=O)c2c(nc(N3CCC(C(N)=O)CC3)n2CCSc2nc3ccccc3s2)n(C)c1=O | -2 | 6 | -11 | -1 | -2 | -1 | 12
Cc1ccc(C(=O)N2CCCC(CCC(=O)NCc3ccccc3F)C2)cn1 (stereo not given) | 5 | 5 | -6 | -5 | 0 | -2 | -5
Cc1oc(-c2cccc3ccccc23)nc1CN1CCN(c2ncnc3ccccc23)CC1 | 0 | 25 | 20 | 7 | 6 | 2 | 34
COc1ccc(C(=O)NCCc2nnc3ccc(SCC(=O)NCc4ccccc4)nn23)cc1 | -1 | 5 | x | 10 | u | -3 | 8
Cc1cc(C(=O)Nc2ccccc2N2CCOCC2)no1 | -5 | 0 | 9 | x | 7 | 1 | -3
COc1cc(OC)cc(C(=O)NC(=S)Nc2ccc(NC(=O)c3ccco3)cc2)c1 | x | -7 | 9 | -8 | x | x | 26
CN(Cc1cccs1)C(=O)CN1C(=O)c2ccccc2S1(=O)=O | 0 | -105 | -9 | -5 | -3 | -7 | -32

Additional compounds follow:
SMILES | CASP6 VEID inh | PAX8 inh HTS | EWS-Fli block | ARNT-TACC3 inh | DENV2 CPE | SIRT5 inh | LGR2 antag
CN(C)S(=O)(=O)c1cccc(-c2nnc(-c3ccccc3)o2)c1 | 2 | x | -95 | -26 | 0 | 1 | x
O=C1C(=O)c2cccnc2-c2ncccc21 | 61* | 107* | 42 | x | 1 | 5 | 100*
O=C1c2ccccc2NC(c2ccc(-c3cccc([N+](=O)[O-])c3)o2)N1O (stereo not given) | 19 | -11 | -14 | 16 | x | -2 | -4
COc1cccc(C(=O)OCC(=O)NCCc2ccccc2)c1OC | x | -14 | x | 5 | x | x | 3
Cc1cc(=O)oc(C)c1C(=O)Nc1ccc(N(C)C)cc1 | -1 | 23 | 4 | 17 | -2 | -4 | 5
Cc1ccc2cc(CN(CC3CCCO3)S(=O)(=O)c3ccc4c(c3)OCCO4)c(=O)[nH]c2c1C (stereo not given) | -2 | x | -16 | -38 | -2 | -1 | -20
O=C(NNC(=O)c1ccccc1Br)c1cccs1 | 2 | -62 | -38 | -3 | 2 | -5 | -1

Six successive records out of the list so far, quoted:
SMILES | CASP6 VEID inh | PAX8 inh HTS | EWS-Fli block | ARNT-TACC3 inh | DENV2 CPE | SIRT5 inh | LGR2 antag
COc1cc(OC)cc(C(=O)NC(=S)Nc2ccc(NC(=O)c3ccco3)cc2)c1 | x | -7 | 9 | -8 | x | x | 26
CN(Cc1cccs1)C(=O)CN1C(=O)c2ccccc2S1(=O)=O | 0 | -105 | -9 | -5 | -3 | -7 | -32
CN(C)S(=O)(=O)c1cccc(-c2nnc(-c3ccccc3)o2)c1 | 2 | x | -95 | -26 | 0 | 1 | x
O=C1C(=O)c2cccnc2-c2ncccc21 | 61* | 107* | 42 | x | 1 | 5 | 100*
O=C1c2ccccc2NC(c2ccc(-c3cccc([N+](=O)[O-])c3)o2)N1O (stereo not given) | 19 | -11 | -14 | 16 | x | -2 | -4
COc1cccc(C(=O)OCC(=O)NCCc2ccccc2)c1OC | x | -14 | x | 5 | x | x | 3
